FEN1 inhibitor: qHTS Assay for the Inhibitors of Human Flap endonuclease 1 (FEN1). P39748. 390,000 tested, 0.35% active. Potency, µM (series often up to 114 µM), inactives show at the highest dose activity change, negative = inhibition, actives largely listed as inhibitors. Recombinant FEN1 flap cleavage, fluorescence, 15 min; further: nearly all actives have a fitted effect of over 65% in size
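Nuclease activity of 10 nM FEN1 was measured after 15 min of room-temperature exposure to titrated compounds, by adding 50 nM flap substrate and reading plates at 0 and 15 min.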
KAT2A inh: qHTS Assay for Inhibitors of GCN5L2; Histone acetyltransferase KAT2A (Homo sapiens), Q92830; GCN5L2 HAT assay, ThioGlo1 CoA-SH fluorescence; Potency, µM (series often up to 58.9 µM), inactives show top-dose activity change, negative = inhibition, usual class: inhibitors; 390,000 tested, 0.21% active; AID 504327, 2011
Target sequence (Q92830 whole entry, looked up): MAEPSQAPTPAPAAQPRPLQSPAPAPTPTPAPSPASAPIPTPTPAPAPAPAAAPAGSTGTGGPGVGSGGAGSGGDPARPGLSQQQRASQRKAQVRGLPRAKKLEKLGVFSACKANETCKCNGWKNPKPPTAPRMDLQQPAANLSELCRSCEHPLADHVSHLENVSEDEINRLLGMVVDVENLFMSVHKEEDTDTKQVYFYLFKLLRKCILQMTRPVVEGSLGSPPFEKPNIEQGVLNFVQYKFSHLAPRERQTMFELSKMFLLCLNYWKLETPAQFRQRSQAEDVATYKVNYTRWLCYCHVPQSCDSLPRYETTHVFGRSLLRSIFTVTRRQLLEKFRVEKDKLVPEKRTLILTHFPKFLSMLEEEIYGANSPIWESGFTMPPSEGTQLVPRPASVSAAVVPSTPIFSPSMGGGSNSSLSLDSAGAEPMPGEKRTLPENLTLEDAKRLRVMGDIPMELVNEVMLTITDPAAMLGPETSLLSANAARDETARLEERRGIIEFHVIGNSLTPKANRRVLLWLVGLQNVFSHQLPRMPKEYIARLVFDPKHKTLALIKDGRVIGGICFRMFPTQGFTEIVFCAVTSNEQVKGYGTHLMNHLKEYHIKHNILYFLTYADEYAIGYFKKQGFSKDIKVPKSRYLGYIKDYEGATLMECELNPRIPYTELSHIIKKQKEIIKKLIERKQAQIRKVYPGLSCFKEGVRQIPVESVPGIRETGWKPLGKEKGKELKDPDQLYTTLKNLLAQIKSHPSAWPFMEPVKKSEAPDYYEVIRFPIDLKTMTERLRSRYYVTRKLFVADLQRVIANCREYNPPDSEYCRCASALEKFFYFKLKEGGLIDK
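Fluorescence readout, Ex340nm/Em540nm: ThioGlo1 (50uM final) reacts with free CoA thiol released as 20nM GCN5L2 acetylates H3(1-25) peptide (75uM) using acetyl-CoA (70uM). Compound and enzyme sat 15 min beforehand; 20 min room-temperature reaction.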
DT40 TDP1 CPT: qHTS for Inhibitors of human tyrosyl-DNA phosphodiesterase 1 (TDP1): qHTS in cells in presence of CPT; Potency, µM (titrated, usually from 46.2 µM), inactives show at the top dose activity change, negative = growth inhibition, most hits filed as inhibitors; 420,000 tested, 12% active; chicken DT40 Tdp1-/-;hTDP1 cells + 20 nM CPT, ATP luminescence, 48 h; further: nearly all actives have a fitted effect of over 55% in size
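Chicken DT40 Tdp1-/- cells complemented with human TDP1, 400 cells/well, exposed to compounds plus 20 nM camptothecin for at least 48 h at 37 C; viability read as ATP content by CellTiter-Glo luminescence.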
* marks the source's active call; other numbers are inactive results; ? = inconclusive; · = no result given; & = joins results of further samples. The call rests on the fitted dose curve; in most records, active means well fitted curve in the direction sought with a large enough effect; inconclusive means small, poorly fitted or top-dose-only effect, or another doubt; inactive means no such curve, though single readings can be large; an effect the other way counts as inactive or inconclusive. On the % scale 0 is the no-effect control and ±100 the full control effect; potency means the concentration at half of the fitted maximal effect. The list is partial. The share of hits here may be higher or lower than overall.

SMILES	FEN1 inhibitor	KAT2A inh	DT40 TDP1 CPT
COc1ccc(CCNC(=O)C2CCC(=O)N2CCc2ccccc2)cc1OC (configuration not stated)	21.0%	-0.9%	2.7%
O=C(Cn1cc(C(=O)c2ccncc2)c(=O)c2cc(F)ccc21)Nc1ccc(Cl)cc1	-0.3%	4.2%	?
Cc1ccc(C)c(NC(=O)C2CC(O)CN2C(=O)OCc2ccccc2)c1 (configuration not stated)	2.1%	-5.2%	3.0%
COc1cccc(NS(=O)(=O)c2ccc3c(c2)N(C)C(=O)CC(=O)N3C)c1	8.5%	-11.9%	-2.7%
CCOc1cc(/C=N/N=C(N)N)ccc1OCc1ccc(Cl)cc1	2.3%	-7.1%	14.6µM*
O=C1NC(c2cccc3ccccc23)Nc2ccc(Cl)cc21 (configuration not stated)	-5.4%	·	0.461µM*
Cc1ccc2c(c1)N(CC(=O)NC1CCCc3ccccc31)C(=O)CO2 (configuration not stated)	11.6%	2.2%	-32.0%
CC1CC1C(=O)N(C)CC(=O)Nc1ccc(Cl)c(C(F)(F)F)c1 (configuration not stated)	-2.4%	-1.8%	?
CCCCCCCCCCNC(=O)CCn1[nH]c(=O)c2ccccc2c1=O	4.5%	·	-26.8%
Cc1ccsc1-c1nc(CN2CCCC2c2ccc(F)cc2)c(C)o1 (configuration not stated)	-17.7%	6.7%	-3.4%
OC(Br)C(O)C(O)N1CCCc2ccccc21 (configuration not stated)	?	·	-2.3%
Cc1ccccc1CNc1nc(N(C)C)nc2c1cnn2C	7.0%	7.6%	-21.4%
CSCCCNC(=S)Nc1ccc(N2CCOCC2)cc1N1CCOCC1	-9.4%	-2.9%	-13.6%
Cc1ccc(S(=O)(=O)NCCNC(=O)c2ccc(C)nc2)cc1	5.1%	0.9%	6.9%
Cc1cc(C)c(C)c(C(=O)c2ccccc2C(=O)O)c1C	-5.0%	1.5%	3.66µM*
CCOC(=O)c1ccccc1NC(=O)c1sc2nc3n(c(=O)c2c1C)CCCC3	-6.1%	-13.7%	?
Cc1ccc2c(c1)-c1nc(-c3ccc4c(c3)NC(=O)CO4)cc(-c3ccc(Cl)cc3)c1CO2	18.5%	-2.5%	1.46µM*
O=C(c1ccc(=O)[nH]c1)N1CCN(S(=O)(=O)c2cc(C(F)(F)F)ccc2Cl)CC1	7.9%	-3.4%	-10.6%
CN1C(C)(C)CC(=NO)CC1(C)C	-9.7%	·	6.7%
CCOC(=O)c1[nH]ncc1CN1CCN(Cc2ccccc2)C(CCO)C1 (configuration not stated)	2.6%	-1.2%	2.3%

Molecules shown so far that contain a thiophene ring, fused or not (two):
SMILES	FEN1 inhibitor	KAT2A inh	DT40 TDP1 CPT
Cc1ccsc1-c1nc(CN2CCCC2c2ccc(F)cc2)c(C)o1 (configuration not stated)	-17.7%	6.7%	-3.4%
CCOC(=O)c1ccccc1NC(=O)c1sc2nc3n(c(=O)c2c1C)CCCC3	-6.1%	-13.7%	?

Of the compounds above, these contain four or more nitrogen atoms:
SMILES	FEN1 inhibitor	KAT2A inh	DT40 TDP1 CPT
CCOc1cc(/C=N/N=C(N)N)ccc1OCc1ccc(Cl)cc1	2.3%	-7.1%	14.6µM*
Cc1ccccc1CNc1nc(N(C)C)nc2c1cnn2C	7.0%	7.6%	-21.4%
CSCCCNC(=S)Nc1ccc(N2CCOCC2)cc1N1CCOCC1	-9.4%	-2.9%	-13.6%
CCOC(=O)c1[nH]ncc1CN1CCN(Cc2ccccc2)C(CCO)C1 (configuration not stated)	2.6%	-1.2%	2.3%

Later entries:
SMILES	FEN1 inhibitor	KAT2A inh	DT40 TDP1 CPT
FC(F)(F)c1cccc(N2CCN(c3ncnc4c3nc3n4CCCC3)CC2)c1	-0.1%	-6.3%	9.2µM*
CCOC(=O)N1CCN(C(=O)C(C)N(c2ccc(Oc3ccccc3)cc2)S(C)(=O)=O)CC1 (configuration not stated)	-2.0%	-2.4%	?
CCc1ccccc1NC(=O)c1cc(-c2ccc3c(c2)OCO3)on1	-0.5%&3.2%	-1.5%&-5.2%	-10.2%&-27.0%
CN(C)c1ccc(C2CC(c3c(O)n(C4CCCCC4)c(=O)[nH]c3=O)=Nc3ccccc3S2)cc1 (configuration not stated)	-4.9%	2.0%	-10.3%
O=C(CCCn1c(SCC(=O)NCC2CCCO2)nc2ccccc2c1=O)NCC1CCCO1 (configuration not stated)	-1.5%	3.5%	-24.4%
Cc1ccc(N2CC(NC(=O)c3ccco3)CC2=O)cc1C (configuration not stated)	18.0%	-8.5%	-7.2%
CC(=O)N1CCc2c(sc3c2c(=O)n(-c2ccccc2Cl)c(=O)n3Cc2cccc(C)c2)C1	-7.9%	-3.5%	?
Cc1ccc(Cn2ccn(CC(=O)Nc3c(C)cc(C)cc3C)c(=O)c2=O)cc1	1.8%	-5.4%	1.8%
O=C(NC(=S)Nc1nc(-c2ccc(Br)cc2)cs1)c1ccco1	1.4%	-1.7%	-18.0%
COC(=O)c1ccc(-n2c(C)cc(C(=O)COC(=O)C3=COCCO3)c2C)cc1	-19.8%	-4.0%	3.4%
O=[N+]([O-])c1cc(F)cc(F)c1Nc1cc(F)cc(F)c1	-2.2%	·	1.6%
CCOc1ccc(C(=O)Nc2cccc(-c3nc4cccnc4o3)c2)cc1Cl	-0.8%	-4.2%	?
CC1CN(C(=O)N2CCC(C(=O)NCc3ccco3)CC2)c2ccccc2O1 (configuration not stated)	-17.9%	-15.0%	4.8%
Cc1cccc(-n2nc3c(c2NC(=O)c2c(F)cccc2F)CS(=O)(=O)C3)c1C	-10.5%	-3.6%	-2.1%
CC(C)OC(=O)c1ccc(N2CCN(c3ccccc3F)CC2)nc1	?	-10.4%	?
CCOC(=O)c1cc(S(=O)(=O)Nc2c(C)cc(C)cc2C)[nH]n1	-3.7%	-0.5%	-11.5%
CC1(C)CC(CC(=O)Nc2ccc([N+](=O)[O-])cc2)C(=O)O1 (configuration not stated)	-3.9%	-10.4%	4.2%
O=C(Cn1cnc2cc([N+](=O)[O-])ccc2c1=O)Nc1ccc(N2CCOCC2)cc1	-21.6%	-3.6%	-7.2%
O=C(O)c1ccccc1NC(c1ccccc1)c1ccc2cccnc2c1O (configuration not stated)	-11.0%	·	14.6µM*
O=C(CSc1ccccn1)Nc1ccc2c(c1)oc1ccccc12	10.9%	-4.7%	?
Cc1noc(C)c1-c1cc(NCCN2CCOCC2)ncn1	·	-8.6%	0.3%
COc1ccc(NC(=O)c2cncc(Br)c2)c(S(=O)(=O)N2CCOCC2)c1	4.5%	-3.9%	?
Cc1ccc(CNC(=O)CNC(=O)c2ccco2)cc1	-1.4%	-8.3%	0.4%
Cc1nc(N)sc1C(=O)N/N=C/c1c[nH]c2ccccc12	?	?	?
Cc1nc(SCCO)c([N+](=O)[O-])[nH]1	1.4%	-14.6%	0.2%
O=C(O)CSc1cc(C(=O)c2ccccc2O)cn2c(=O)c3c(-c4ccccc4)csc3nc12	?	25.1µM*	-17.7%
CCN1C(=O)NC2=C(C(=O)c3ccccc32)C1c1ccccc1F (configuration not stated)	-5.9%	0.0%	?
COc1cc(/C=N/Nc2ccccc2[N+](=O)[O-])cc(OC)c1O	2.1%	-1.9%	?
CCOc1ccc(NC(=O)CN(Cc2ccccc2)S(=O)(=O)c2ccc(Cl)cc2)cc1	4.9%	-3.8%	-28.2%
CC1=C(C(=O)Nc2cccc(C(=O)NC(C)c3ccccc3)c2)SCCO1 (configuration not stated)	1.9%	-1.5%	?
Cn1cccc1-c1cc(C(=O)N/N=C/c2cccc(O)c2)[nH]n1	-16.0%	-9.3%	?
Cc1ccc(OCc2nc(-c3cccnc3)no2)cc1C	-0.9%	-1.1%	-1.6%
CC(=O)c1cccc(NC(=O)CN2C(=O)NC3(CCCCCCC3)C2=O)c1	-15.6%	-4.3%	?
CCCNC(=O)CC(NS(=O)(=O)c1ccc(NC(C)=O)cc1)C(C)C (configuration not stated)	7.8%	-0.1%	29.0%
COc1ccc(S(=O)(=O)N2CCOC23CCN(S(=O)(=O)c2ccc(C)cc2)CC3)cc1	-3.0%	-20.2%	?
COc1ccc(NC(=O)Cn2c(=O)n(Cc3nc(-c4ccccc4)no3)c(=O)c3cc4c(cc32)OCO4)cc1Cl	-3.2%	-4.6%	-15.0%
CCOC(=O)N1CCN(S(=O)(=O)N2CCCC(C(=O)NCCc3ccc(OC)c(OC)c3)C2)CC1 (configuration not stated)	-10.1%	-3.3%	-3.6%
Cc1ccc(SCC(=O)OCC(=O)NCc2cccs2)cc1	4.0%	-16.9%	?
Cc1ccc(CN2C3CCCC2CC(NC(=O)c2ccc(F)cc2)C3)cc1 (configuration not stated)	9.9%	-1.3%	-9.3%
COCCCNC(=O)c1cc(-c2ccc(OC)cc2)nc2n[nH]c(-c3ccc(Cl)cc3)c12	-15.7%	17.0%	8.7%
CCc1ccc(NC(=O)C(C)OC(=O)CCC(=O)c2cccs2)cc1 (configuration not stated)	1.2%	-7.9%	-2.5%
Cc1ccnc(NS(=O)(=O)c2ccc(NC(=O)C34CC5CC(CC(C5)C3)C4)cc2)n1	-6.7%	-0.1%	-9.6%
Cc1ccc(C)c(NC(=S)N/N=C2\CCc3ccccc32)c1	-0.3%	-21.7%	?
CCOC(=O)C1=C(COC(=O)Cc2ccc(Cl)cc2)NC(=O)NC1C (configuration not stated)	-4.2%	-1.6%	-0.8%
CC(=O)N1c2c(cc(Br)cc2S(=O)(=O)NCC2COc3ccccc3O2)CC1C (configuration not stated)	4.9%	-0.3%	-14.7%
Cc1cc(-c2cccs2)n[nH]1	-0.2%	-1.8%	-15.5%
COC(=O)[C@H](CCSC)NC(=O)NCc1ccccc1F	14.4%	1.4%	2.0%
CCOC(=O)C(NC(=O)N1CCCCC1)(c1ccccc1)C(F)(F)F (configuration not stated)	0.7%	-2.5%	?
O=C1N(CCCl)c2ccc(Br)cc2C12OCCO2	0.7%	-21.1%	-6.9%
c1ccc2c(SCc3cn4cccnc4n3)ncnc2c1	7.8%	-1.4%	-28.7%
Nc1nc2ccccc2n1CCOc1ccc(Br)cc1	-15.3%	-0.2%	?
COc1cccc(NC(=S)N2CCC(NC(=O)c3ccco3)CC2)c1	9.3%	-1.3%	11.1%
Cc1cc(NC(=O)c2cn(C3CCCCC3)c(=O)c3c2c2ccccc2n3C)no1	-0.1%	-10.3%	?
Cc1cccc(-n2c(SCC(=O)O)nc3sc4c(c3c2=O)CCCC4)c1	2.6%	10.0%	-3.7%
CN(C)c1ccc(/C=C/c2cc3ccccc3cn2)cc1	?	·	0.447µM*
Cc1cc(S(=O)(=O)N2CCOCC2)ccc1OCC(=O)N1CCOCC1	4.7%	0.3%	-7.2%
COc1ccc(C(=O)Nc2ccccc2NC(=O)c2ccco2)c(OC)c1	-10.6%	-10.2%	-17.7%
CCOc1nc(-c2ccccc2)ccc1-c1noc(-c2ccc(OC)c(OC)c2)n1	-4.7%	·	?
COC(=O)C1=C[C@@H](C(=O)OC)[C@@H]2C3=C(C(=O)[C@]2(CC(C)C)NC(=O)c2ccccc2)[C@H](C)n2c(=O)n(-c4ccccc4)c(=O)n2[C@@H]3C1	15.0%	·	-16.6%
CN(C)C(=O)Cn1c(SCC(=O)NC2CCCCC2)nc2ccccc21	-9.6%	-1.1%	-22.9%
(more compounds)
SMILES	FEN1 inhibitor	KAT2A inh	DT40 TDP1 CPT
Cc1ccccc1Nc1scc(-c2ccc(Cl)cc2)[n+]1-c1ccccc1C	4.3%	-2.2%	18.4µM*
COc1ccc(-c2nc3cc(C)ccn3c2NCC2CCCO2)cc1OC (configuration not stated)	3.1%	·	-3.5%
CCOc1cccc2sc(N(CCCN(C)C)C(=O)c3ccc(S(=O)(=O)N(CC)Cc4ccccc4)cc3)nc12	-3.2%	-0.5%	?
COc1ccc(-n2nnnc2/C=C\Nc2ccccc2C(=O)c2ccccc2)cc1	-13.0%	0.0%	7.31µM*
c1ccc(CNc2ncnc3sc4c(c23)CCC4)nc1	-4.1%	1.0%	?
Nc1c(C=C2C=CC(=O)C=C2)c(=O)nc2sc(CC(=O)N3CCOCC3)nn12	9.2%	2.1%	18.2%
CCC(C)(C)NC(=O)CN(C(=O)CNS(=O)(=O)c1ccccc1)c1ccc2c(c1)OCCO2	-4.3%	-0.4%	-1.1%
NNC(=O)Cn1c(-c2ccccc2)cc2ccccc21	6.1%	-4.4%	-5.3%
CCC(C)NC(=O)Cn1c(=O)n(-c2ccc(Cl)c(Cl)c2)c(=O)c2c(C)c(C(=O)N(CC)CC)sc21 (configuration not stated)	-28.7%	0.8%	-24.7%
CCOC(=O)C(C)(C)Sc1nc2c(cnn2-c2ccc(Cl)cc2)c(=O)[nH]1	-7.9%	-7.9%	?
COCCN(C(=O)CCc1ccccc1OC)c1nnc(-c2cccnc2)s1	10.9%	-1.6%	?
O=C(NCC1CCCCC1)NCC1CCCCC1	8.1%	·	?

Assay outcomes deposited in PubChem BioAssay by National Center for Advancing Translational Sciences (NCATS).
